PHOSPHO1 inh = PHOSPHO1 (human) inhibition | Q8TCT1 | recombinant PHOSPHO1, absorbance phosphatase assay | 290,000 compounds, 1.1% hits | inhibition, % at 13.3 µM; in the data active = inhibition above about 60%
MEKK3 PB1 HTS = raises or lowers MEK5 binding to the human MEKK3 PB1 domain. Q99759. bead-based flow cytometry, Alexa488-MEK5 binding to MEKK3; actives lie on both sides; 0 = blocked by unlabeled MEK5, 100 = vehicle. binding response (% of control), % at 10 µM. 290,000 compounds, 1.4% hits;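 active = binding response more than 3 SD above or below the average of its plate-row segment, actives on both sides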;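 note: Alexa488 bead fluorescence after subtracting the streptavidin-only scavenger bead signal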
HCV NS3 hel inh = inhibitors of Hepatitis C virus NS3 helicase | NS3 helicase DNA unwinding, Cy5 molecular beacon fluorescence | inhibition, % at 10.9 µM | 290,000 compounds, 0.56% hits | AID 1800;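 active = inhibition above the mean of all tested compounds plus 3 SD, set per campaign, cut at about 35% in these data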;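 note: 0% = DMSO wells and 100% = thioflavine S control wells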
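System: HCV NS3 helicase fragment; control set: DMSO and thioflavine S; technique: Cy5 fluorescence at 0 and 60 min, beacon hairpin quenching; reagent: beacon DNA duplex substrate plus ATP; replicates: singlicate; schedule: 1 h reaction at 25 °C, ATP-initiated; medium: MOPS buffer pH 6.5 with MgCl2, DTT, Tween20, BSA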
UBC9 SUMO inh = SUMOylation inhibition | HTRF SUMOylation assay, SAE1/SAE2 + UBC9, in vitro | AID 2006 | inhibition, % at 35 µM | P63279 | 290,000 compounds, 0.36% hits; in the data active = inhibition above about 50%, passing the limit was not always enough; note: strong numbers were not always called active
FID counter = fluorescent intercalator displacement, NS3 helicase counter-screen | DNA fluorescent intercalator displacement, fluorescence | 290,000 compounds, 0.17% hits | inhibition, % at 7.9 µM | AID 1845; in the data active = inhibition above about 37%;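 note: 0% = vehicle and 100% = reference compound; higher means more ethidium bromide displaced from hairpin DNA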
VIM-2 inhibitor = blocks Pseudomonas aeruginosa VIM-2 metallo-beta-lactamase | purified VIM-2, nitrocefin hydrolysis, epi-absorbance fluorescence | inhibition, % at 5.6 µM | 290,000 compounds, 0.89% hits | AID 1527;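 active = inhibition above the mean of all tested compounds plus 3 SD, cutoff set per screening run, cut at about 7.5% in these data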;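 note: red hydrolysis product quenches plate fluorescence so inhibitors raise well fluorescence; 0% = enzyme with DMSO and 100% = DMSO without enzyme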
IDE act = activators of human insulin-degrading enzyme in cells. P14735. activation, % at 5.96 µM. 340,000 compounds, 0.073% hits. HEK cells, FAbeta-B cleavage, fluorescence polarization; 0% vehicle, 100% cell-free pure enzyme wells;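 active = activation above the mean of all tested compounds plus 3 SD, set per screening campaign, cut at about 17% in these data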
IMP-1 inhibitor = blocks Pseudomonas aeruginosa IMP-1 metallo-beta-lactamase; 290,000 compounds, 0.45% hits; purified IMP-1, nitrocefin hydrolysis, epi-absorbance fluorescence; inhibition, % at 5.6 µM;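 active = inhibition above the mean plus 3 SD of all compounds in the same screening run, cut at about 4.5% in these data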;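 note: 0% = IMP-1 with DMSO and 100% = DMSO wells lacking enzyme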
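assay system = purified recombinant IMP-1 metallo-beta-lactamase enzyme | schedule = 15 min preincubation plus 25 min reaction at 25 °C | signal = Epi-absorbance fluorescence, 480 nm excitation, 530 nm emission | read-out basis = percent inhibition from optical density relative to buffer-blank wells | controls = IMP-1 with DMSO as 0%, enzyme-free DMSO as 100%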
pCIP destab = compounds decreasing mouse p/CIP protein stability; Q05BA5; F442A p/CIP-EGFP cells, EGFP fluorescence, 16 h; decrease of EGFP signal, % at 10 µM; 290,000 compounds, 0.01% hits;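 active = EGFP signal decrease of at least 30% at 10 µM or well 3 SD below plate mean, unless failing retest; inactive = the rest, including hits failing retest or dose response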; note: some compounds called inactive have numbers as strong as hits; many of its hits are not listed in these tables
Target sequence (Q05BA5 1-1403): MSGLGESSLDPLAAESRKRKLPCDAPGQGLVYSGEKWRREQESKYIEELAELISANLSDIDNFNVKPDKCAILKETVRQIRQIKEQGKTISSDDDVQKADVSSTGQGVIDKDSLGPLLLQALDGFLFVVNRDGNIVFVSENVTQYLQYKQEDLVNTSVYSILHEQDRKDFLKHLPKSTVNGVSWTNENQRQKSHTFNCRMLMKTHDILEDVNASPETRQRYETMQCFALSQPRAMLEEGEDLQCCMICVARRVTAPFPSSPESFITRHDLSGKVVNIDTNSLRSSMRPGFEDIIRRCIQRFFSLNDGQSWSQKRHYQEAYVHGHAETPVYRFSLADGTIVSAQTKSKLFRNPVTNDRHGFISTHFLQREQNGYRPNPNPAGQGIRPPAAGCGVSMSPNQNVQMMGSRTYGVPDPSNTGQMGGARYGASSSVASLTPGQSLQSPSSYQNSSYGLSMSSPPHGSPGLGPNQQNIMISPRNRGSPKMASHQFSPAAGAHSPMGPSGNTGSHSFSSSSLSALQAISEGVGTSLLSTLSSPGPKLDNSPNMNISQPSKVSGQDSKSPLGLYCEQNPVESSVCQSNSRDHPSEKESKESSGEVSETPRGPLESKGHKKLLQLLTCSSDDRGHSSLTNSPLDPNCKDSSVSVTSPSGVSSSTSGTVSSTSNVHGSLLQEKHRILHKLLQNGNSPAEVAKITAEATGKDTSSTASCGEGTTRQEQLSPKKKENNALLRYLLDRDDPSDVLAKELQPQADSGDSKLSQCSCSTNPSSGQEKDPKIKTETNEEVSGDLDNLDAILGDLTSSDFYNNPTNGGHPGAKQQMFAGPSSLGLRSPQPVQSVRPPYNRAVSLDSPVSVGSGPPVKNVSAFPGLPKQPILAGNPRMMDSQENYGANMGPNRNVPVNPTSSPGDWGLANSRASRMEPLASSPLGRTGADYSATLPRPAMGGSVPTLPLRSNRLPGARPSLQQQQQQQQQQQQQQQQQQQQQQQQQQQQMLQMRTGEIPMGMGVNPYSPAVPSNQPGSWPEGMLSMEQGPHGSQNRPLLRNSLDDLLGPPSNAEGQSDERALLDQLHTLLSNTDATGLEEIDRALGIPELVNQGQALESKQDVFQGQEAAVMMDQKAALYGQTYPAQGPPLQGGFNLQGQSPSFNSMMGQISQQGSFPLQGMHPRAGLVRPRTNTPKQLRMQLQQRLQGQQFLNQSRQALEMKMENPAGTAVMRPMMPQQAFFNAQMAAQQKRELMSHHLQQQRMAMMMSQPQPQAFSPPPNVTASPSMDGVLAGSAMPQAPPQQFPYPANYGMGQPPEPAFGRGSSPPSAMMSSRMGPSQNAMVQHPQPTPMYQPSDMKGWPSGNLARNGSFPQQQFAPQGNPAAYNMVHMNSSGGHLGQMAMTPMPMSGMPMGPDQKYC
Active calls of the source: *; . = no result given; [ ] = remark or other dose.

SMILES | PHOSPHO1 inh | MEKK3 PB1 HTS | HCV NS3 hel inh | UBC9 SUMO inh | FID counter | VIM-2 inhibitor | IDE act | IMP-1 inhibitor | pCIP destab
COCCCNc1nc2ccccc2nc1NS(=O)(=O)c1ccc(C)c(C)c1 | 23.9 | 91.0 | 6.5 | 14.5 | -48.1 | -2.7 | 9.8 | -0.6 | 0.9
CS(=O)(=O)N(CCc1ccccc1)CC(=O)N1CCN(c2ccccc2)CC1 | -24.8 | 99.0 | -6.4 | 17.2 | -37.2 | -1.3 | 0.9 | -2.9 | -8.1
COC(=O)C(Cc1ccccc1)NC(=O)CCNC(=O)c1ccco1 (stereo not given) | 39.2 | 92.0 | 13.5 | 8.3 | 0.2 | 2.8 | 4.3 | 1.6 | -17.3
CCOC(=O)C1C(=O)CC(C)(O)C(C(=O)OCC)C1c1ccc(C)s1 (stereo not given) | -15.6 | 90.0 | 3.5 | 18.7 | -17.4 | -2.4 | -0.9 | -1.1 | -2.2
COc1ccc(C2C=C(Nc3ccccc3)C(=O)N2c2ccccc2)cc1OC (stereo not given) | 8.3 | 120.0 | 25.1 | 21.5 | -33.2 | 2.7 | -0.1 | 1.3 | 0.4
CCOc1cccc2cc(C(=O)N3CCN(C/C=C/c4ccccc4)CC3)c(=O)oc12 | 4.2 | 94.0 | -5.8 | 27.0 | -17.6 | -2.2 | 4.9 | -1.2 | 10.7
O=C(COc1ccc(S(=O)(=O)N2CCOCC2)cc1)N1CCCCCC1 | 43.7 | 93.0 | -2.2 | 12.9 | -4.7 | -2.5 | -2.8 | -1.2 | -17.4
C=C(C(=O)O)C1CCC2(C)CCCC(C)(O)C2C1 (stereo not given) | -5.1 | 102.0 | . | -4.8 | . | . | 1.6 | . | -7.6
COCCCNC(=O)c1ccc(OC)c(OC2CCN(C(C)C)CC2)c1 | 24.7 | 103.0 | 6.4 | 0.2 | -0.9 | -2.0 | 0.4 | -2.8 | 5.1
COc1ccc(C2SCC(=O)N2c2ccc(F)cc2)cc1 (stereo not given) | 28.3 | 101.0 | -3.3 | 2.7 | -9.7 | 1.2 | 4.7 | 1.4 | 3.8
COc1ccc(CC(=O)NCc2csc(-c3cccs3)n2)cc1OC | 3.8 | 96.0 | -3.9 | 22.1 | -15.5 | -0.1 | 4.7 | -0.3 | 3.0
Cc1[nH]c2ccccc2c1/C=C(\C#N)C(=O)NC1CC1 | 16.2 | 101.0 | 10.1 | 0.3 | -4.4 | -1.5 | 3.3 | -4.4 | -4.8
COc1ccc(/C=C/c2nnc(NC(=O)C(C)(C)C)s2)cc1 | 22.5 | 102.0 | -14.3 | 14.9 | -27.4 | -2.4 | 3.7 | -2.1 | -10.8
CNC(=S)N/N=C(\C)c1ccc(-n2ccnc2)cc1 | 47.4 | 101.0 | 7.3 | 20.7 | -0.4 | 23.4* | 3.3 | 1.3 | -1.6
[O-]/C(=C(\C(=S)Nc1cccc2ccccc12)[n+]1ccccc1)c1cccs1 | 26.0 | 86.0 | -5.0 | 48.9 | 1.9 | 0.5 | -0.4 | -1.0 | 24.0
O=C(Cn1c(=O)oc2cc(S(=O)(=O)N3CCCC3)ccc21)NCc1ccc(F)cc1 | 8.6 | 110.0 | -4.5 | -4.5 | -14.1 | 7.9* | 4.4 | -4.7 | -5.2
Cc1cccc(Cn2ccc(NC(=O)c3cccnc3)n2)c1 | 41.2 | 99.0 | -7.2 | 3.7 | -2.9 | -2.3 | -1.4 | -1.1 | -9.8
Cc1nc(-c2ccccc2)sc1C1(C)CC(c2c(Cl)cccc2Cl)=NO1 (stereo not given) | 39.0 | 105.0 | . | -16.9 | . | . | 1.7 | . | 0.0
O=C(Nc1ccc(S(=O)(=O)N2CCCC2)cc1)c1cnccn1 | 44.8 | 88.0 | 2.9 | 10.2 | 7.5 | -3.5 | 1.9 | -3.5 | -12.5
Clc1ncnc2scc(-c3ccccc3)c12 | 35.2 | 99.0 | 5.0 | 1.9 | -2.6 | -1.1 | 1.4 | -4.2 | 1.3
CCOC(=O)C(Cc1ccccc1)C(=O)NCc1cccnc1 (stereo not given) | 9.2 | 103.0 | 2.8 | 10.0 | -0.4 | 2.0 | 0.6 | -2.5 | 3.1
CCOc1ccc(-c2nc(-c3cccs3)c(CC(=O)O)s2)cc1OC | 18.0 | 99.0 | 20.4 | -0.8 | -28.8 | 0.8 | 4.3 | -1.0 | 4.5
CC(=O)c1cn(CC(=O)Nc2ccc(C)c(C)c2)c2ccccc12 | 8.0 | 108.0 | -8.5 | 10.8 | -4.2 | -1.8 | 3.7 | -1.0 | -4.3
CCOC(=O)c1nnn(-c2nonc2N)c1-c1ccc(C)cc1 | 22.9 | 104.0 | -4.5 | -2.2 | -13.8 | -2.4 | 3.3 | -0.6 | -15.8
CCN(Cc1cc2cc(OC)ccc2[nH]c1=O)C(=O)Cc1ccc(OC)cc1 | -3.3 | 94.0 | 1.1 | 21.6 | -17.3 | 0.2 | 3.4 | -2.3 | -2.7

Pulled by compound from above (two):
SMILES | PHOSPHO1 inh | MEKK3 PB1 HTS | HCV NS3 hel inh | UBC9 SUMO inh | FID counter | VIM-2 inhibitor | IDE act | IMP-1 inhibitor | pCIP destab
Cc1nc(-c2ccccc2)sc1C1(C)CC(c2c(Cl)cccc2Cl)=NO1 (stereo not given) | 39.0 | 105.0 | . | -16.9 | . | . | 1.7 | . | 0.0
COc1ccc(C2C=C(Nc3ccccc3)C(=O)N2c2ccccc2)cc1OC (stereo not given) | 8.3 | 120.0 | 25.1 | 21.5 | -33.2 | 2.7 | -0.1 | 1.3 | 0.4

The list goes on:
SMILES | PHOSPHO1 inh | MEKK3 PB1 HTS | HCV NS3 hel inh | UBC9 SUMO inh | FID counter | VIM-2 inhibitor | IDE act | IMP-1 inhibitor | pCIP destab
CCOC(=O)NC(=O)/C(C#N)=N\Nc1cccc(OC)c1 | 10.8 | 103.0 | -10.1 | -6.3 | -0.9 | -1.6 | 6.7 | -3.6 | 2.1
CCC(C(=O)Nc1ccc(C)cc1)c1ccccc1 (stereo not given) | 3.5 | 99.0 | 7.6 | 1.3 | -1.1 | -2.5 | 0.6 | -2.8 | -4.6
CCN1C(c2ccccc2)=C(c2ccccc2)S/C1=C/C=C1\SC(=S)N(C)C1=O | 5.3 | 37.0*[inhibitor] | -2.5 | -6.5 | -1.1 | -1.3 | 0.7 | -0.5 | -4.0
CN(C)Cc1c(O)ccc2c(=O)c(-c3ccccc3)c(C(F)(F)F)oc12 | 3.3 | 103.0 | -0.4 | 6.7 | 0.7 | -2.2 | 2.3 | -4.1 | 0.6
O=C(CCN1C(=O)C2C3C=CC(C3)C2C1=O)N1CCN(c2ccccc2F)CC1 (stereo not given) | 11.4 | . | 3.6 | 6.1 | -14.5 | -4.7 | 2.8 | -1.9 | 6.9
CN(C)c1ccc(C(=O)N2CCCC2)cc1 | 16.1 | 104.0 | 1.4 | -12.5 | -0.7 | -1.1 | 3.3 | -2.3 | 1.5
Cc1ccc(CNC(=O)c2nnn(CC(=O)Nc3cc(C)cc(C)c3)c2N)cc1 | 12.0 | 102.0 | -7.0 | 30.2 | -15.3 | -1.0 | 4.6 | 0.2 | 1.2
CCCOC(=O)c1ccc(NS(=O)(=O)c2cccs2)cc1 | -10.0 | 98.0 | 9.9 | 4.7 | -12.7 | -4.7 | 4.0 | -1.9 | -7.5
O=C(CSc1nnc(-c2ccccn2)n1-c1ccccc1)Nc1ccc2c(c1)OCO2 | -45.7 | 89.0 | -2.7 | 20.5 | 4.7 | -1.9 | 4.6 | -4.2 | -10.5
CCOc1ccc2nc(Cl)c(C3CC(c4ccco4)=NN3S(C)(=O)=O)cc2c1 (stereo not given) | 31.5 | 90.0 | -0.9 | 5.8 | -9.8 | -1.7 | -1.0 | -2.8 | -15.0
O=C(CC1SC(N2CCCCC2)=NC1=O)Nc1cccc(C(=O)O)c1 (stereo not given) | 21.5 | 101.0 | 9.8 | 8.4 | -2.6 | -1.7 | 1.5 | -4.9 | -2.0
O=C(CSC1=NCCS1)Nc1cccc2ccccc12 | 8.2 | . | 4.0 | -1.0 | -10.7 | -3.7 | 0.0 | -2.8 | 3.3
CCOC(=O)C(C#N)C(Cc1ccccc1)c1ccco1 (stereo not given) | 10.5 | 103.0 | 9.9 | 4.2 | -6.9 | -3.1 | -1.4 | -3.1 | 0.2
CC(C)c1ccc(/C=C2\SC(=S)N(CCC(=O)N3CCCCC3CCO)C2=O)cc1 (stereo not given) | 16.9 | 104.0 | -6.7 | -35.2 | -41.3 | -4.4 | 3.7 | -2.6 | -0.8
COc1cc(-c2noc(CCC(=O)Nc3cccnc3)n2)cc(OC)c1OC | -2.2 | 95.0 | 8.1 | -14.8 | -16.8 | -2.5 | 0.0 | -1.5 | -13.4
COC(CNC(=O)c1cc(S(=O)(=O)N2CCc3ccccc32)ccc1F)OC | 24.8 | 100.0 | -6.4 | -0.2 | -17.4 | -1.1 | 3.7 | -3.8 | 7.7
O=C(C1CCCO1)N1CCN(C(=S)Nc2ccc(F)cc2)CC1 (stereo not given) | -8.9 | 97.0 | 0.4 | -8.4 | 2.2 | 1.2 | 2.7 | 0.9 | 8.1
O=C(CCc1ccccc1)NC1CCSC1=O (stereo not given) | 4.0 | 101.0 | -3.6 | 14.8 | -2.4 | -0.2 | 2.0 | -0.8 | 2.8
CC(C)CSc1nc2ccccc2c(=O)[nH]1 | -7.7 | 99.0 | 0.5 | -13.6 | 2.3 | -1.6 | -0.2 | -1.1 | 8.3
Cn1cnnc1SCC(=O)NC1CCCCCC1 | 24.0 | 104.0 | 1.6 | 5.9 | -1.8 | 0.4 | 2.5 | -1.7 | 7.5
COc1cccc(OC)c1OCC(O)CN1CCN(c2ccccc2F)CC1 (stereo not given) | 7.1 | 107.0 | -15.2 | -0.9 | -5.5 | -1.9 | -1.2 | -0.9 | 4.6
Cc1ccc2c(c1)C1CN(C)CCC1N2C(=O)COc1ccc(N(C)C(=O)C(C)(C)C)cc1 (stereo not given) | 23.3 | 106.0 | -18.4 | -0.6 | 2.1 | -2.4 | 7.2 | -1.1 | 2.7
CS/C(=N\S(=O)(=O)c1ccc(Cl)cc1)c1ccccc1 | -13.8 | 64.0 | 1.3 | 1.0 | 0.2 | 1.5 | 3.4 | -0.7 | -1.3
O=C(Nc1ccccc1Cl)c1ccccc1Cc1ccccc1 | -10.5 | 98.0 | -8.4 | -16.1 | -12.6 | 0.7 | -2.9 | -2.2 | -1.9
CC(=O)OCC(=O)Nc1ccc([N+](=O)[O-])cc1Cl | 30.3 | 103.0 | 3.7 | 15.2 | 1.8 | -0.5 | 0.0 | -2.0 | 2.8
NC(=O)NOCc1ccc(Cl)cc1Cl | -28.7 | 112.0 | 6.1 | 0.8 | -0.8 | -2.9 | -1.1 | 0.0 | 9.7
CCCCCCN(C(=O)CCCCCN1C(=O)NC(c2ccc(-c3ccccc3)cc2)C(C(=O)OCc2ccccc2)=C1C)C(C(=O)NCCCC)C1CCCCC1 (stereo not given) | 26.5 | 96.0 | . | -2.1 | . | . | . | . | -1.8
CCN(CC)S(=O)(=O)c1ccc(Cl)c(OC)c1 | -16.2 | 99.0 | 1.8 | 28.2 | -2.4 | 0.5 | 6.1 | -1.4 | -0.9

High-throughput results deposited in PubChem by several laboratories.

Some of the compounds tested, so the mix of outcomes need not match the whole.
